Screens (PubChem BioAssay)
Hsp70 act = transcriptional activators of Hsp70. HeLa Hsp70 promoter luciferase reporter, luminescence; scaled: vehicle 0, proteasome-inhibitor control 100%. activation, % at 10 µM. actives 0.04% (n = 200,000). AID 1203;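 active = activation above the mean across all tested compounds plus 3 SD, cutoff set per campaign, cut at about 5.5% in these data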;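 also: 100% = MG132 at 30 µM as the positive control and 0% = DMSO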
STAT1 inh = reduces IFN-gamma driven STAT1 reporter signal; NIH 3T3 STAT1-luciferase reporter, luminescence; inhibition, % at 5.5 µM; actives 0.35% (n = 200,000); AID 920;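 active = inhibition above a set limit, the mean inhibition across all tested compounds plus 3 SD, cut at about 34% in these data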;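 also: 0% = IFN-gamma with DMSO and 100% = IFN-gamma with 300 µM nifuroxazide; values of inactives mirror those of a sister screen read the other way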
TLR4 MyD88 comp = inhibitors of human TLR4-MyD88 binding; O00206+Q99836; actives 0.18% (n = 200,000); AID 861; inhibition, % at 8.4 µM; HeLa CL3-4 TLR4/MyD88 BLA complementation, FRET ratio; in the data active = inhibition above about 25%;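 also: 0% = vehicle and 100% = reference inhibitor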
Target sequence (O00206 whole entry, looked up): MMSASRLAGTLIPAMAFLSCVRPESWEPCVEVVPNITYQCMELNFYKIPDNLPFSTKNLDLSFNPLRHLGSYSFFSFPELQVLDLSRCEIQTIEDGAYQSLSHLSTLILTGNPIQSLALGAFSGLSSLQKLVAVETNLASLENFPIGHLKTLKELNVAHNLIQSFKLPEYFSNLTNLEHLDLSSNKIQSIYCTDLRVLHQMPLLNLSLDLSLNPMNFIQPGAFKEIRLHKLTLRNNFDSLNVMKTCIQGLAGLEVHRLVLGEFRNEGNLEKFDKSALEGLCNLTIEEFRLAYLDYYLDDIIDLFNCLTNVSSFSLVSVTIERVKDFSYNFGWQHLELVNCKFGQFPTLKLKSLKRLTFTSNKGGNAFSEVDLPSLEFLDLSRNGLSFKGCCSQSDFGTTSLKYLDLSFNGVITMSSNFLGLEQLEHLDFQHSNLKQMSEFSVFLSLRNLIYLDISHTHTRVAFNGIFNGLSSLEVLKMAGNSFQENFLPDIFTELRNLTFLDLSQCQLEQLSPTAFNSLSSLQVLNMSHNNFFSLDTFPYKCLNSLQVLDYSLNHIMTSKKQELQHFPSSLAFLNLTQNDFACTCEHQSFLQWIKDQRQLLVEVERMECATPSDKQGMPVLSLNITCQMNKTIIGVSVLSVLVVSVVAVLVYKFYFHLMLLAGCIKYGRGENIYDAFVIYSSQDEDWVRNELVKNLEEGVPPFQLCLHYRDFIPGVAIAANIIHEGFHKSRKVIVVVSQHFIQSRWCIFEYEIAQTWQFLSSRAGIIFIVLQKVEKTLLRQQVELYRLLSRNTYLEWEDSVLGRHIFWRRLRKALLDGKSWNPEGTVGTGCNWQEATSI
Target sequence (Q99836 whole entry, looked up): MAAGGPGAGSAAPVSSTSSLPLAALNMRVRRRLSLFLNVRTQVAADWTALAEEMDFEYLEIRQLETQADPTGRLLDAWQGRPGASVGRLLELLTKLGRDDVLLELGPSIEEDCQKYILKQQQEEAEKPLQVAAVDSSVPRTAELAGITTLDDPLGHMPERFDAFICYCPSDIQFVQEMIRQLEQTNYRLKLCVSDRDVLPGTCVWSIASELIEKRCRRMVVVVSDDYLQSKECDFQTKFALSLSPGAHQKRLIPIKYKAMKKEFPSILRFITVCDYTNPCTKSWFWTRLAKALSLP
STAT1 activator = STAT1 signaling activation; NIH 3T3 STAT1-luciferase reporter, IFN-gamma, luminescence; 100% = IFN-gamma alone, no compound; actives 2.6% (n = 200,000); activation (% of control), % at 5.5 µM;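 active = activation above the screen-wide mean activation plus 3 SD, cut at about 130% in these data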;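 also: raw ratio to IFN-gamma control signal so 100% means no change and 0% no light; values of inactives mirror those of a sister screen read the other way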
Efa HMGR inh = E. faecalis class II HMG-CoA reductase inhibition | AID 1066 | inhibition, % at 10 µM | actives 0.41% (n = 190,000) | purified E. faecalis HMGR, NADPH absorbance 340 nm kinetic;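 active = inhibition above a set limit, the median over all tested compounds plus 3 SD, cut at about 9.5% in these data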;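 also: enzyme runs in reverse so mevalonate oxidation gives rising NADPH absorbance; 0% = complete reaction with DMSO and 100% = background rate lacking mevalonate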
NF-kB expr up = NF-kB expression increase, human neuronal cells | NF-kB reporter expression; stronger effect = higher value | fold change at 12.5 µM | actives 1.6% (n = 190,000) | AID 1239; in the data active = fold change above about 3.3
APP 5'UTR act = activates APP 5'UTR luciferase reporter. SH-SY5Y APP 5'UTR luciferase reporter, luminescence; zero percent = DMSO vehicle wells. activation, % at 2 µM. actives 1% (n = 190,000). AID 1276;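 active = activation above a set limit, based on mean plus 3 SD of controls, cut at about 140% in these data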; also: values of inactives mirror those of a sister screen read the other way
STAT3 blocker = STAT3 signaling inhibition. U3A cells, IL-6 STAT3-luciferase reporter, luminescence; host cell line lacks STAT1. inhibition, % at 5.5 µM. actives 0.89% (n = 190,000). AID 862;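 active = inhibition above the mean inhibition across all screened compounds plus 3 SD, cut at about 44% in these data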;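 also: 0% = DMSO only wells and 100% = 100 µM nifuroxazide control wells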
STAT3 act = STAT3 signaling activation | U3A cells, IL-6 STAT3-luciferase reporter, luminescence; 100% = signal with IL-6 EC80 alone | activation (% of control), % at 5.6 µM | actives 0.91% (n = 190,000);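 active = activation above the screen-wide mean of compound activation plus 3 SD, cut at about 130% in these data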;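 also: 0% = background luminescence of wells with medium and substrate only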
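Test system: human U3A cells carrying STAT3-luciferase construct; control set: IL-6-only wells as 100% reference; timing: compound pre-incubation 1 h before IL-6, then 6 h stimulation at 37 °C; also added: IL-6 stimulus at 33 ng/mL final; evaluation: % activation versus median of IL-6-stimulated wells; detection: reporter luminescence signal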
DTT redox prof = compounds producing H2O2 with reducing agent – biochemical, NIH compound library profiling, artefact control for MLSCN library redox annotation, primary screen. DTT-dependent redox cycling H2O2, phenol red/HRP absorbance; 100% = 100 µM peroxide control, 0% = buffer. AID 878. activation, % at 10 µM. actives 0.03% (n = 200,000);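 active = activation of at least 50% relative to the plate's high and low controls in the primary single-dose screen; inactive = activation below 50%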;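 also: compound incubated with DTT at 0.8 mM final as the reducing agent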
* = called active by the depositor; · = not tested or not shown.

| compound | Hsp70 act | STAT1 inh | TLR4 MyD88 comp | STAT1 activator | Efa HMGR inh | NF-kB expr up | APP 5'UTR act | STAT3 blocker | STAT3 act | DTT redox prof |
| --- | --- | --- | --- | --- | --- | --- | --- | --- | --- | --- |
| CSc1cc(C)n(-c2ccccc2C)c(=S)c1C(C)=O | -0.1 | 3.0 | -19.3 | 97.2 | -6.9 | 1.06 | 9.2 | -6.9 | 106.0 | 0.0 |
| COc1ccc2ccccc2c1/C=N/NC(=S)NCCN1CCOCC1 | -0.4 | 7.1 | -4.7 | 92.7 | -8.3 | 1.03 | 11.4 | 5.6 | 97.3 | -1.7 |
| CCOCCCn1c(C)nc2c(c1=O)c1nc3ccccc3nc1n2CCC1=CCCCC1 | -0.2 | -16.4 | 6.1 | 115.2 | -4.1 | 0.53 | -3.4 | 21.3 | 84.7 | 0.1 |
| Cc1cccc(-n2c(O)c(C=Nc3ccc(O)cc3)c3ccccc3c2=O)n1 | -0.6 | -4.3 | -12.5 | 103.9 | -1.4 | 1.51 | -5.3 | 10.4 | 94.1 | 0.7 |
| O=C(c1cccnc1)N1CCCc2ccccc21 | 0.2 | 12.1 | -5.0 | 89.0 | -1.5 | 1.36 | 25.6 | -3.4 | 107.5 | 1.0 |
| COc1ccc(C)cc1S(=O)(=O)N(C)CC(=O)NCc1ccco1 | -0.1 | -8.6 | 3.6 | 108.0 | 0.9 | 1.12 | -0.7 | 0.3 | 102.9 | 1.0 |
| COc1ccc(Cl)c(Cn2c(NCc3ccccn3)nc3c2c(=O)n(C)c(=O)n3C)c1 | 0.5 | 10.6 | -0.1 | 90.2 | 0.1 | 1 | 30.5 | -4.2 | 105.1 | 0.1 |
| CCOC(=O)N1CCN(C(=O)CC(C(=O)N2CCc3ccccc32)n2ccnc2)CC1 (stereo not drawn) | -0.3 | 17.4 | -1.1 | 84.0 | -6.5 | 0.98 | 1.6 | -2.6 | 104.5 | 2.0 |
| COc1ccc(Cc2c[nH]c(=O)[nH]c2=O)cc1 | -0.3 | 5.1 | 2.4 | 89.2 | -0.3 | 1.12 | · | -3.5 | 103.0 | -0.2 |
| O=C(CSc1nc(O)cc(=O)n1-c1ccccc1)c1ccc(Br)cc1 | -0.2 | -13.7 | 3.9 | 111.1 | 0.3 | 1.06 | -3.3 | -2.7 | 106.5 | -0.7 |
| CCCCN(C(=O)CSc1cc(C)c2ccccc2n1)c1c(N)n(Cc2ccccc2)c(=O)[nH]c1=O | -0.2 | 1.6 | 4.4 | 98.0 | 0.6 | 1.2 | -6.8 | 5.8 | 96.2 | -0.6 |
| COc1ccc(N2C(=O)CC(Nc3ccc(N4CCOCC4)cc3)C2=O)c(OC)c1 (stereo not drawn) | -0.1 | -4.9 | 11.0 | 107.2 | -2.5 | 0.77 | 10.1 | -2.9 | 105.1 | -0.3 |
| CCCC(CCC(=O)Nc1ccc(C(=O)OCC)cc1)C(=O)O (stereo not drawn) | 0.0 | -14.8 | -0.2 | 113.6 | -5.1 | 1.11 | 1.1 | 8.1 | 96.2 | 1.8 |
| Cc1nc(C(=O)N2CCc3c([nH]c4ccccc34)C2c2ccccn2)cs1 (stereo not drawn) | -0.3 | 2.9 | 6.1 | 96.2 | -2.6 | 1.01 | -6.5 | -4.4 | 106.6 | -0.9 |
| COc1ccccc1C(NC(=O)C1CCCCC1)c1c(O)ccc2ccccc12 (stereo not drawn) | -0.3 | 9.3 | 14.0 | 91.7 | -8.2 | 1.06 | -12.0 | -2.5 | 101.2 | -0.1 |
| Cc1cc(=O)[nH]c(N/N=C/c2cn(CCC#N)nc2-c2ccccc2)n1 | -0.2 | 4.6 | 8.2 | 95.4 | -0.1 | 1.16 | -3.5 | 9.5 | 98.3 | -0.6 |
| COc1ccc(/C=C/C(=O)OCC(=O)NCCC2=CCCCC2)cc1S(=O)(=O)N1CCOCC1 | 0.1 | 1.5 | -8.2 | 98.7 | 1.2 | 1.1 | 15.2 | -4.7 | 103.5 | -3.5 |
| CCC1C(=O)NCCN1C(=O)c1ccccc1OC1CCN(S(C)(=O)=O)CC1 (stereo not drawn) | -0.5 | -3.7 | 12.9 | 104.0 | -5.1 | 1.13 | -10.6 | -2.1 | 103.8 | 11.3 |
| Cc1ccc(C(=O)N/N=C\c2ccc[nH]2)cc1[N+](=O)[O-] | 0.1 | 5.1 | -0.9 | 95.4 | 2.2 | 1.5 | 3.4 | 22.0 | 86.0 | -5.0 |
| CCCc1nc2ccc(NC(=O)NCCC(=O)OCC)cc2c(=O)n1Cc1ccc(Cl)cc1 | -0.2 | 7.0 | -8.4 | 93.5 | -2.5 | 1.07 | 4.6 | 6.0 | 95.9 | 0.0 |
| COc1ccc2cc(/C=N/NC(=O)c3c(Cl)cnn3C)c(Cl)nc2c1 | -0.4 | -3.9 | -7.8 | 103.5 | -4.5 | 1.29 | 11.2 | 10.5 | 93.9 | -0.4 |
| CC(C)[C@H](NS(=O)(=O)c1ccc2c(c1)OCCO2)C(=O)OCC(=O)Nc1ccccc1Cl | -0.2 | -10.4 | 5.8 | 109.2 | -4.2 | 0.88 | 2.7 | -13.6 | 109.0 | -0.5 |
| CC(=O)N1CCN(C(=O)COc2ccccc2C(=O)Nc2ccccc2)CC1 | -0.3 | -0.8 | -10.8 | 102.3 | 0.7 | 1.03 | 8.7 | 9.8 | 95.8 | -0.8 |
| COC(=O)C1C2C=CC(C3CC23)C1C(=O)OCC(=O)c1ccccc1 (stereo not drawn) | -0.3 | 4.7 | -3.9 | 95.6 | -1.3 | 0.95 | -4.5 | 4.4 | 96.6 | 0.2 |
| Nc1c(S(=O)(=O)c2cccs2)c2nc3ccccc3nc2n1Cc1cccs1 | -0.2 | -2.3 | -6.1 | 102.1 | 0.0 | 1.03 | 3.3 | 9.7 | 95.1 | -3.8 |
| O=C(NC(NCc1cccnc1)C(Cl)(Cl)Cl)c1cccc2ccccc12 (stereo not drawn) | -0.1 | -8.7 | -15.4 | 107.7 | -1.6 | 0.98 | 1.6 | 0.5 | 101.4 | 0.5 |
| CN(NC(=O)c1ccco1)c1nc2ccccc2nc1C(F)(F)F | -0.1 | 0.4 | -4.8 | 100.3 | -3.5 | 1.39 | 8.7 | -0.3 | 100.8 | 0.0 |
| CC(C)n1c(N2CCN(C(=O)Nc3ccc(Cl)cc3)CC2)nc2ccccc21 | 0.0 | -2.3 | -1.8 | 100.6 | 0.7 | 0.96 | 5.1 | 23.9 | 83.0 | 0.5 |
| CN1C/C(=C/c2cccnc2)C(=O)/C(=C/c2cccnc2)C1 | -0.3 | 7.1 | -0.9 | 93.6 | -4.4 | 1.52 | -88.7 | 12.7 | 92.0 | -0.1 |
| C[C@H](NC(=O)NC1CCCc2ccccc21)C(=O)O (stereo partly drawn) | -0.6 | -3.6 | -7.5 | 103.2 | -3.7 | 1.01 | 25.1 | -11.5 | 112.2 | -3.4 |
| COc1ccc(S(=O)(=O)N2CCCCC2)cc1NC(=S)Nc1ccccc1 | -0.2 | 8.0 | 2.7 | 92.9 | -3.0 | 1.34 | -8.9 | 4.8 | 94.0 | 0.3 |
| CCOCC(=O)N1CCCC(C(=O)OCC)C1 (stereo not drawn) | -0.3 | -7.0 | -0.3 | 106.4 | -2.1 | 1.15 | -10.2 | 2.4 | 101.3 | 1.5 |
| Cc1ccc(CN2C(=O)CNC2=S)cc1 | -0.1 | -10.0 | -6.3 | 106.3 | 0.0 | 1.11 | -4.0 | -2.9 | 106.6 | 0.1 |
| Cc1ncc([N+](=O)[O-])n1Cc1cccc(F)c1 | -0.3 | 7.7 | 0.6 | 91.8 | 0.3 | 1.35 | 8.5 | 12.4 | 92.5 | -0.6 |
| CCN(CC)S(=O)(=O)c1ccc(N2CCOCC2)c(NS(=O)(=O)c2ccc(C(C)C)cc2)c1 | -0.5 | -3.1 | -22.6 | 102.8 | -4.1 | 1.03 | 13.4 | 1.6 | 96.9 | -0.4 |
| CCOc1ccc(S(=O)(=O)N(CC(=O)N2CCc3ccccc32)Cc2ccco2)cc1 | -0.5 | 14.7 | 1.8 | 86.8 | -2.1 | 1.17 | 15.7 | 11.3 | 95.7 | -0.7 |
| CCOc1ccc(NC(=O)N(CCC(C)C)C(C)c2ccco2)cc1 (stereo not drawn) | -0.5 | 0.2 | -1.1 | 99.8 | -0.7 | 1.05 | 29.7 | 9.6 | 98.2 | 0.1 |
| Cc1cccc(N2CCN(S(=O)(=O)c3ccc4c(c3)n(C)c(=O)c(=O)n4C)CC2C)c1 (stereo not drawn) | 0.1 | 5.7 | -8.3 | 94.8 | -4.3 | 0.96 | 1.5 | 5.3 | 99.8 | -2.4 |
| Cc1cccc(N2CCN(C(=O)c3ccc(CNc4c(N5CCC(C)CC5)c(=O)c4=O)cc3)CC2C)c1 (stereo not drawn) | -0.1 | 3.4 | -8.9 | 97.0 | 2.4 | 0.82 | -4.9 | 16.0 | 93.0 | 0.9 |
| O=C(NNC(=O)c1ccc(-c2ccccc2)cc1)c1ccccc1 | -0.3 | -27.0 | -7.6 | 124.1 | 2.9 | 1.46 | 19.9 | -5.0 | 106.1 | 0.0 |
| O=C(NCCN1CCOCC1)c1cc(-c2ccccc2)on1 | 0.5 | -11.2 | 3.3 | 110.4 | 0.3 | 6.26* | 28.8 | -20.3 | 119.3 | 0.2 |
| CCn1c(C)c2c([n+]1CC)CC(C)(C)CC2=O | -0.3 | 1.7 | -3.0 | 98.5 | 0.9 | 1.03 | 20.4 | -1.8 | 106.6 | 0.0 |
| COC(CNS(=O)(=O)c1ccc(S(=O)(=O)N2CCCC2)cc1)OC | 0.2 | -5.9 | -10.4 | 103.5 | -1.4 | 1.25 | 12.5 | 5.1 | 98.5 | 0.0 |
| CCCNC(=O)CSC1=N/C(=C/c2ccc(F)cc2)C(=O)N1CC | -0.2 | -3.9 | -14.0 | 103.4 | -1.8 | 1.18 | -0.2 | -0.5 | 100.6 | -0.2 |
| Cc1nnc(Nc2ccc3c(c2)OCO3)c2ccccc12 | -0.3 | -26.3 | -5.7 | 124.5 | -10.5 | 2.46 | 37.6 | -8.6 | 110.2 | 0.5 |
| Cc1cc(-c2ccn[nH]2)c(C)s1 | 0.0 | -6.6 | -0.8 | 105.1 | -4.8 | 0.91 | 0.6 | 12.4 | 99.0 | 0.6 |
| O=C(NCCN1CCOCC1)c1ccccc1[N+](=O)[O-] | 0.1 | -0.4 | 5.9 | 100.4 | 3.6 | 1.34 | -9.0 | 21.3 | 88.2 | -6.0 |
| Cc1ccc(NCc2ccc(O)c3ncccc23)cc1C | 0.2 | -5.3 | 4.5 | 103.4 | -2.2 | 0.99 | 14.9 | -38.8 | 135.3* | 0.1 |
| Nc1ccn(Cc2cccc(Cl)c2)n1 | -0.4 | -3.4 | 5.6 | 103.1 | -0.7 | 1.02 | 2.4 | 6.9 | 99.0 | -0.9 |

Hits appear at their usual frequency. Share with any hit: about 5.6%.
